ER stress rescue: protection against thapsigargin-triggered cell killing – 384-well, CSM14.1, ATP luminescence, primary screen (AID 1222). CSM14.1 thapsigargin-induced death rescue, ATP luminescence; higher % means a stronger effect. one-dose cellular ATP content (survival), % at 20 µM; EC50 in µM for titrated hits. 190,000 tested, under 10 active;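 active = EC50 below 50 µM in the dose-response confirmation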;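 note: death triggered by thapsigargin at about 15 µM added after 2 h compound pretreatment; cell ATP read after overnight thapsigargin exposure of roughly 18 to 22 hours; normalized against plate controls of thapsigargin alone and 5% DMSO vehicle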
T cell HTS: modulates CD8 T cell binding to vesicles | 2C CD8+ T cell-vesicle binding, flow cytometry; stronger effect = lower value | calls only at 7 µM | 0.068% of 330,000 active | AID 2052;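 active = response, share of CD8 T cells binding vesicles, and their 90th percentile fluorescence all below set limits, cut at about 80% in these data, passing the limit was not always enough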
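Incubation: binding step 1.5 h, 37 °C, antibody labelling 20 min, ice; system: murine 2C transgenic CD8+ T lymphocytes; technique: cytometric PE anti-B7-1 and Alexa647 anti-CD8 signals after 1% paraformaldehyde fixation; also added: QL9-charged Drosophila Ld/ICAM-1/B7-1 vesicles; control set: naked versus QL9-loaded vesicles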
Autophagy mod: autophagy modulation, high-content screen; MEF GFP-LC3 puncta imaging; test concentration mostly 10 µM; 0.98% of 190,000 active; calls only at 10 µM (by protocol);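 active = percentage of spot-positive cells more than 3 SD above its plate mean, without a fluorescence outlier flag or 80% toxicity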;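 note: spot-positive cell cutoff set from DMSO-treated cells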
Dynein transport: blocks dynein driven cargo transport along microtubules; 3617.4 mouse cells, GR-EGFP nuclear translocation imaging; test concentration mostly 20 µM; stimulated with dexamethasone, 1 µM; stronger effect = lower value; z-score, hits read low; 0.47% of 220,000 active; AID 1381;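 active = plate z-score of nuclear minus cytoplasmic receptor signal below a set negative limit, without overly bright fluorescence or cell loss, cut at about -3.5 in these data, passing the limit was not always enough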;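 note: z-score of nuclear minus cytoplasmic ring GR-EGFP intensity difference per well; some compounds called inactive have numbers as strong as hits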
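Schedule: 48 h induction, then 1 h compound, then 30 min agonist, 37 °C. Buffer or medium: tetracycline-free induction medium containing charcoal-stripped FBS. Reagent: 1.0 µM final dexamethasone stimulus. Evaluation: nuclear versus cytoplasmic GR-EGFP signal, averaged per well. Signal: high-content fluorescence imaging after fixation.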
Salmonella PhoP GFP: inhibitors of PhoP regulon expression, primary screen, Salmonella Typhimurium, GFP reporter (AID 1863). one-dose inhibition, % at 50 µM; IC50 in µM for titrated hits. 0.16% of 300,000 active. S. Typhimurium PhoP-regulated promoter GFP reporter, 4 h; higher % means a stronger effect;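 active = inhibition over 29.93%, a cutoff 3 SD above the screen mean, later confirmed by dose response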;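 note: 0% = low Mg2+ inducing control and 100% = high Mg2+ repressing control; strong numbers were not always called active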
Ins promoter up: MIN6 insulin promoter up-regulation; 0.3% of 190,000 active; AID 1625; z-score at 5 µM; MIN6 insulin promoter-GFP reporter, high-content imaging; stronger effect = higher value;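 active = z-score above 3 at 5 µM with at least 500 cells counted in the well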
bCat nuc transl: modulators of beta-catenin nuclear translocation; HeLa beta-catenin nuclear translocation, immunofluorescence imaging; nuclear translocation activity, % at 5 µM; 0.3% of 190,000 active;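 active = nuclear translocation activity above 50% at 5 µM, with a well cell count of 50 or more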;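 note: per-cell ratio of nuclear to cytoplasmic median beta-catenin stain intensity; plate controls were DMSO negative control for no effect and GSK-3 inhibitor IX positive control for full effect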
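test system = HeLa cells, endogenous beta-catenin | dosing = single 5 µM dose plus 0.02–20 µM confirmation series | times = compound treatment 24 h, 37°C, 5% CO2 | technique = beta-catenin immunofluorescence imaging with DAPI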
Lipid droplet: modulators of hepatic lipid droplet formation; AML12 mouse hepatocytes, oleate lipid droplets, BODIPY imaging; inhibition, % at 6.5 µM; 0.4% of 240,000 active; AID 1656;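 active = lipid droplet intensity inhibited by at least 50%, with more than 500 cells counted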
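Assay system: AML12 mouse liver cells | Compound dosing: One dose, 6.5 µM compound | Read-out basis: Droplet intensity reduction, % inhibition | Measured by: Fluorescence imaging, 20x objective, two fields per well | Schedule: Overnight treatment with compound plus oleate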
MT stabilize HCS: stabilizes microtubules in HeLa cells. HeLa tubulin immunostaining HCS, 24 h; share of cells brighter than vehicle mean+2SD. % tubulin-high responders, % at 10 µM. 0.83% of 200,000 active;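 active = plate Z-score above 3 for both tubulin-high and condensed-nucleus cell shares, with cell loss under 80%, at 10 µM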;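 note: anti alpha tubulin signal scored within the nucleus-defined area of each cell; some results filed as inactive read as strong as hits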
Dynein transport cytoplasmic EGFP: recorded beside Dynein transport, whose call it bears; z-score; measured here: cytoplasmic GR-EGFP intensity; stronger effect = higher value
Dynein transport nuclear GR-EGFP: further read-out of Dynein transport, marked with its call; z-score; measured here: nuclear GR-EGFP intensity;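 lower value marks the stronger effect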
Dynein transport cell count: also measured in Dynein transport; calls as there; z-score; measured here: cell count per field
Ins promoter up cell count: also measured in Ins promoter up; calls as there; cell count; measured here: cytotoxicity, nuclei count;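 total cells summed across four imaged fields per well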
Lipid droplet cells 6.5 µM: also measured in Lipid droplet; calls as there; cell count; measured here: cell count, cytotoxicity flag;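 cells counted across two imaged fields per well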
bCat nuc transl cell count 5 µM: also measured in bCat nuc transl; calls as there; cell count; measured here: cell count, cytotoxicity flag
T cell HTS vesicle-bound %: further read-out of T cell HTS, marked with its call; double positive events, %; measured here: CD8+ vesicle-bound cell fraction;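 binding gate set so that unloaded-vesicle control wells show 10% double positive cells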
MT stabilize HCS Hoechst-high %: second read-out of MT stabilize HCS, no call of its own (marks repeat the call); % Hoechst-high responders; measured here: nuclear condensation Hoechst responders;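 share of cells brighter than vehicle mean plus two SD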
MT stabilize HCS cytotoxicity %: recorded beside MT stabilize HCS, whose call it bears; toxicity, %; measured here: cytotoxicity by cell density;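 0% = mean cell density of plate MIN control wells and 100% = no cells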
Autophagy mod cell loss 18 h: further read-out of Autophagy mod, marked with its call; toxicity, %; measured here: cell loss, nuclei count;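 cell loss after 18 h compound exposure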
* = called active by the depositor.

How did Cn1c(CCNC(=O)c2ccco2)nc2cc(NC(=O)C3CCCCC3)ccc21 do in these assays?
ER stress rescue: 4.0%; T cell HTS: inactive; Autophagy mod: inactive; Dynein transport: -0.7; Salmonella PhoP GFP: 0%; Ins promoter up: 0.14; bCat nuc transl: 0.3; Lipid droplet: 2; MT stabilize HCS: 1.9; Dynein transport cytoplasmic EGFP: -0.24; Dynein transport nuclear GR-EGFP: -0.28; Dynein transport cell count: -0.45; Ins promoter up cell count: 1198; Lipid droplet cells 6.5 µM: 733; bCat nuc transl cell count 5 µM: 1225; T cell HTS vesicle-bound %: 35; MT stabilize HCS Hoechst-high %: 1.4; MT stabilize HCS cytotoxicity %: 6.2; Autophagy mod cell loss 18 h: -1

How did COc1cc(OC)cc(C(=O)Nc2cc(NC(=O)c3ccco3)ccc2OC)c1 do in these assays?
ER stress rescue: -0.6%; T cell HTS: inactive; Autophagy mod: inactive; Dynein transport: 0.98; Salmonella PhoP GFP: 5%; Ins promoter up: -1.2; bCat nuc transl: -0.6; MT stabilize HCS: 5.8; Dynein transport cytoplasmic EGFP: -0.3; Dynein transport nuclear GR-EGFP: 0.27; Dynein transport cell count: 0.031; Ins promoter up cell count: 1036; bCat nuc transl cell count 5 µM: 956; T cell HTS vesicle-bound %: 54; MT stabilize HCS Hoechst-high %: 3.7; MT stabilize HCS cytotoxicity %: 12; Autophagy mod cell loss 18 h: 11

How did O=C(Nc1ccc2nc(-c3cccnc3)[nH]c2c1)c1ccco1 do in these assays?
T cell HTS: inactive; Autophagy mod: inactive; Dynein transport: 0.83; Salmonella PhoP GFP: 5%; Ins promoter up: -1.7; bCat nuc transl: 5.2; Lipid droplet: 16; MT stabilize HCS: 3.0; Dynein transport cytoplasmic EGFP: -0.22; Dynein transport nuclear GR-EGFP: 0.53; Dynein transport cell count: 0.49; Ins promoter up cell count: 1024; Lipid droplet cells 6.5 µM: 644; bCat nuc transl cell count 5 µM: 996; T cell HTS vesicle-bound %: 49; MT stabilize HCS Hoechst-high %: 2.6; MT stabilize HCS cytotoxicity %: 2.7; Autophagy mod cell loss 18 h: -12

Results for O=C(NC(=S)N(Cc1ccccc1)c1ccccn1)C1CCCCC1 ?
ER stress rescue: -2.3%; T cell HTS: inactive; Autophagy mod: inactive; Dynein transport: 0.13; Salmonella PhoP GFP: -4%; Ins promoter up: 0.6; bCat nuc transl: -1.6; Lipid droplet: 24; MT stabilize HCS: 3.8; Dynein transport cytoplasmic EGFP: -0.25; Dynein transport nuclear GR-EGFP: -0.15; Dynein transport cell count: 0.25; Ins promoter up cell count: 1339; Lipid droplet cells 6.5 µM: 643; bCat nuc transl cell count 5 µM: 1121; T cell HTS vesicle-bound %: 42; MT stabilize HCS Hoechst-high %: 4.3; MT stabilize HCS cytotoxicity %: 6.6; Autophagy mod cell loss 18 h: 5

How did CCN(CC)C(=O)CSc1nc(O)c(Cc2ccccc2)c(=O)n1-c1ccccc1 do in these assays?
ER stress rescue: -0.1%; T cell HTS: inactive; Autophagy mod: inactive; Dynein transport: -0.12; Salmonella PhoP GFP: -4%; Ins promoter up: -0.9; bCat nuc transl: 1.5; MT stabilize HCS: 2.6; Dynein transport cytoplasmic EGFP: -0.18; Dynein transport nuclear GR-EGFP: -0.21; Dynein transport cell count: -0.054; Ins promoter up cell count: 1592; bCat nuc transl cell count 5 µM: 1272; T cell HTS vesicle-bound %: 32; MT stabilize HCS Hoechst-high %: 1.2; MT stabilize HCS cytotoxicity %: 10; Autophagy mod cell loss 18 h: -3

Results for COc1cc(N=c2oc3c(C)ncc(CO)c3cc2C(N)=O)cc(OC)c1OC ?
ER stress rescue: 0.0%; T cell HTS: inactive; Autophagy mod: inactive; Dynein transport: -1.1; Salmonella PhoP GFP: -9%; Ins promoter up: 0; bCat nuc transl: -0.8; Lipid droplet: 0; MT stabilize HCS: 2.5; Dynein transport cytoplasmic EGFP: -0.25; Dynein transport nuclear GR-EGFP: -0.47; Dynein transport cell count: 0.44; Ins promoter up cell count: 1254; Lipid droplet cells 6.5 µM: 767; bCat nuc transl cell count 5 µM: 1090; T cell HTS vesicle-bound %: 16; MT stabilize HCS Hoechst-high %: 2.0; MT stabilize HCS cytotoxicity %: 8.2; Autophagy mod cell loss 18 h: 19

What do the screens show for `C=CCN1CCN(C(c2ccccc2OC)c2nnnn2C(C)(C)C)CC1` (stereo unspecified)?
ER stress rescue: -0.9%; T cell HTS: inactive; Autophagy mod: inactive; Dynein transport: -0.22; Salmonella PhoP GFP: -9%; bCat nuc transl: 0.0; Lipid droplet: 5; MT stabilize HCS: 1.8; Dynein transport cytoplasmic EGFP: -0.21; Dynein transport nuclear GR-EGFP: -0.19; Dynein transport cell count: 0.66; Lipid droplet cells 6.5 µM: 629; bCat nuc transl cell count 5 µM: 1555; T cell HTS vesicle-bound %: 60; MT stabilize HCS Hoechst-high %: 2.0; MT stabilize HCS cytotoxicity %: 8.2; Autophagy mod cell loss 18 h: -1

Results for Cc1c(C(=O)Oc2cccc3cccnc23)cccc1[N+](=O)[O-] ?
ER stress rescue: 5.8%; T cell HTS: inactive; Autophagy mod: inactive; Dynein transport: -0.091; Salmonella PhoP GFP: -1%; Ins promoter up: 0.17; bCat nuc transl: -0.1; Lipid droplet: 4; MT stabilize HCS: 2.0; Dynein transport cytoplasmic EGFP: -0.21; Dynein transport nuclear GR-EGFP: 0.1; Dynein transport cell count: 0.055; Ins promoter up cell count: 1361; Lipid droplet cells 6.5 µM: 734; bCat nuc transl cell count 5 µM: 1097; T cell HTS vesicle-bound %: 42; MT stabilize HCS Hoechst-high %: 1.6; MT stabilize HCS cytotoxicity %: 0.6; Autophagy mod cell loss 18 h: -29

How did Cc1ccc2nc(C)c(C(=O)N/N=C/c3cccs3)cc2c1 do in these assays?
ER stress rescue: -0.9%; T cell HTS: inactive; Autophagy mod: inactive; Dynein transport: -0.63; Salmonella PhoP GFP: -12%; Ins promoter up: 0.35; Lipid droplet: 4; MT stabilize HCS: 3.9; Dynein transport cytoplasmic EGFP: -0.31; Dynein transport nuclear GR-EGFP: -0.36; Dynein transport cell count: 0.4; Ins promoter up cell count: 1245; Lipid droplet cells 6.5 µM: 673; T cell HTS vesicle-bound %: 7; MT stabilize HCS Hoechst-high %: 2.3; MT stabilize HCS cytotoxicity %: 3.0; Autophagy mod cell loss 18 h: 9

How did O=S(=O)(c1cc(Cl)cc(Cl)c1)N1CCCC1c1nc2ccccc2s1 (stereo unspecified) do in these assays?
ER stress rescue: 2.2%; T cell HTS: inactive; Autophagy mod: inactive; Dynein transport: -0.76; Salmonella PhoP GFP: -1%; Ins promoter up: 0.14; bCat nuc transl: -3.5; Lipid droplet: 18; MT stabilize HCS: 0.3; Dynein transport cytoplasmic EGFP: -0.16; Dynein transport nuclear GR-EGFP: -0.64; Dynein transport cell count: 0.21; Ins promoter up cell count: 1153; Lipid droplet cells 6.5 µM: 758; bCat nuc transl cell count 5 µM: 1276; T cell HTS vesicle-bound %: 22; MT stabilize HCS Hoechst-high %: 1.2; MT stabilize HCS cytotoxicity %: 7.2; Autophagy mod cell loss 18 h: -1

How did Cc1cc(=O)oc2cc(OCc3ccc(C(=O)N4CCN(c5ccc([N+](=O)[O-])cc5)CC4)cc3)ccc12 do in these assays?
ER stress rescue: 11%; Autophagy mod: inactive; Dynein transport: -0.15; Salmonella PhoP GFP: -4%; bCat nuc transl: 1.3; Lipid droplet: -8; MT stabilize HCS: 4.3; Dynein transport cytoplasmic EGFP: -0.18; Dynein transport nuclear GR-EGFP: 0.7; Dynein transport cell count: 0.1; Lipid droplet cells 6.5 µM: 574; bCat nuc transl cell count 5 µM: 918; MT stabilize HCS Hoechst-high %: 3.4; MT stabilize HCS cytotoxicity %: 0.9; Autophagy mod cell loss 18 h: -29

Results for COc1cccc(Oc2cn[nH]c2-c2ccc(O)cc2O)c1 ?
ER stress rescue: 0.4%; T cell HTS: inactive; Autophagy mod: inactive; Dynein transport: 0.31; Salmonella PhoP GFP: 7%; Ins promoter up: -0.18; bCat nuc transl: 1.3; Lipid droplet: 22; MT stabilize HCS: 3.1; Dynein transport cytoplasmic EGFP: -0.27; Dynein transport nuclear GR-EGFP: 0.49; Dynein transport cell count: 0.73; Ins promoter up cell count: 1706; Lipid droplet cells 6.5 µM: 697; bCat nuc transl cell count 5 µM: 1038; T cell HTS vesicle-bound %: 50; MT stabilize HCS Hoechst-high %: 1.6; MT stabilize HCS cytotoxicity %: 0.5; Autophagy mod cell loss 18 h: 5

Assay outcomes (PubChem)
